HTR2A ag = agonists of mouse serotonin 5-HT2A receptor (HTR2A). AID 624169. hit rate 0.66% among 360,000. activation, % at 7.6 µM. CHO-K1 mHTR2A beta-arrestin complementation, luminescence; percent of 30 µM serotonin response. P35363;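 active means activation above a run cutoff, the mean activation of all tested compounds plus 3 SD, cut at about 14% in these data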;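 further: 0% = plate median of compound wells and 100% = 30 µM serotonin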
aDG glyco up = alpha-DG glycosylation activation | Pro5-aDG cells, alpha-DG glycosylation AlphaScreen (IIH6); 0% Pro5, 100% B10-LARGE cell signal | activation, % at 10 µM | hit rate 0.22% among 360,000 | AID 624168;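 active means activation of at least 8% versus controls, or a plate z-score of at least 8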;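 further: Pro5 are CHO cells carrying HIG-tagged alpha-DG that lacks glycosylation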
Vif inh = inhibitors of HIV Vif. HEK293T cells, Vif self-association by quenched fluorescence, imaging, 24 h. inhibition, % at 7.49 µM. hit rate 0.35% among 340,000; in the data active means inhibition above about 50%, passing the limit was not always enough; inconclusive means no clear call, values can overlap the other calls; inactive means below about 31%; further: some results filed as inactive read as strong as hits
MC4R antag cAMP = human MC4R antagonism in cAMP assay. hit rate 0.48% among 360,000. P32245. inhibition, % at 6.5 µM. MC4R-expressing cells, MTII-stimulated cAMP, LANCE TR-FRET;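 active means inhibition above its plate's cutoff, the mean of tested wells on that plate plus 3 SD, cut at about 29% in these data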;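 further: 0% = Melanotan II alone and 100% = Melanotan II plus saturating MCL0020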
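Assay system: human MC4R-expressing U2OS cells; reagent: Melanotan II stimulation of cells; dosing: 6.5 µM single dose; timing: compound 30 min, challenge 1 h, detection 1 h; signal: TR-FRET cAMP assay; replicates: one well per compound, no replicates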
N-glyco inh = blocks N-linked glycosylation in D54 reporter cells | hit rate 0.23% among 360,000 | reporter increase, % at 12.5 µM | AID 588692 | D54 ERlucT glycosylation luciferase reporter, 24 h; percent of 100 nM tunicamycin response;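 active means mean luciferase reporter signal, scaled so untreated is 0 and the glycosylation-blocking control 100, at or above a set limit in every replicate; inconclusive means mean reaches the limit but not every replicate does; inactive means mean below the limit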;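 further: luciferase carries N-glycosylation sites so blocking glycosylation raises the light; 0% = median of neutral control wells and 100% = median of 100 nM tunicamycin wells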
ABCB6 inh MLPCN = human ABCB6 transporter inhibition; K562-ABCB6 porphyrin accumulation, flow cytometry, 1 h; hits give low values; fluorescence ratio to DMSO, % at 10 µM; hit rate 0.19% among 360,000; Q9NP58;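 active means fluorescence ratio to DMSO below 75%, the collection mean minus 3 SD; inconclusive means too few cells collected in the well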;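 further: signal is porphyrin accumulated inside mitochondria; 100% equals median channel fluorescence of DMSO control wells; lower ratio means ABCB6 inhibition with less porphyrin fluorescence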
Target sequence (Q9NP58 whole entry, looked up): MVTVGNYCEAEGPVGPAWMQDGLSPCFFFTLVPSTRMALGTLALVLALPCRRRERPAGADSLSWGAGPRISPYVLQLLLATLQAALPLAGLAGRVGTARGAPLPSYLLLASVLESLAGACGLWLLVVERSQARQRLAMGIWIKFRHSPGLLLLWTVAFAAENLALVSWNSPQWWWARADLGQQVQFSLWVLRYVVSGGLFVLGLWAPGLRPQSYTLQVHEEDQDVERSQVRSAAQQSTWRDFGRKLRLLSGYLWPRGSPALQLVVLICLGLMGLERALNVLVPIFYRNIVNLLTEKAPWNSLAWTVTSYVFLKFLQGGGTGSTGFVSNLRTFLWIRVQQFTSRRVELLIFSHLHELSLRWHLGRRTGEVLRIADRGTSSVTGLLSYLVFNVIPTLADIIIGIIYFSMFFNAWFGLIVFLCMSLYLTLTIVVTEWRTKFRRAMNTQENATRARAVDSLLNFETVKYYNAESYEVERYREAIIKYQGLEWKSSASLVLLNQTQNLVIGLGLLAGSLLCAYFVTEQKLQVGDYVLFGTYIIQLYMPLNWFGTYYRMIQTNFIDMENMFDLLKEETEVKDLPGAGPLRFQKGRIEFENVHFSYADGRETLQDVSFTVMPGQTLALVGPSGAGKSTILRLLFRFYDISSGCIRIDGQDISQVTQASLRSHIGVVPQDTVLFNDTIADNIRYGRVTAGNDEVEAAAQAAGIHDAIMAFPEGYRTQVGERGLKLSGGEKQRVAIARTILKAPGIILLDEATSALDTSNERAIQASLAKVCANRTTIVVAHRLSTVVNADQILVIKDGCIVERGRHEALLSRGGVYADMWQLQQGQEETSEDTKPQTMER
MC4R ag barr = activates human MC4R beta-arrestin recruitment; P32245; hit rate 0.98% among 360,000; AID 540308; activation, % at 8.9 µM; U2OS MC4R beta-arrestin complementation, luminescence; percent of melanotan II response, DMSO zero;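 active means activation above a per-plate cutoff, the mean activation of sample wells on that plate plus 3 SD, cut at about 8% in these data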
PDI inh = inhibitors of human protein disulfide isomerase. P07237. PDI insulin aggregation turbidity, A650, 90 min. inhibition, % at 10 µM. hit rate 0.052% among 350,000;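 active means mean inhibition across replicates of 30% or more, whatever share of single replicates reach that level; inconclusive means mean inhibition below 30% while every single replicate reaches 30%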;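 further: absorbance from insulin aggregation driven by PDI reduction with DTT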
H9c2 protect = myocardial damage modulation in H9c2 cells; H9c2 cardiomyocytes, H2O2 injury protection, ATPLite, 2 h; protection from H2O2 cell death, % at 20 µM; hit rate 0.63% among 360,000; AID 588492;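 active means compounds giving at least 50% protection of heart cells from peroxide-induced death in the single-dose screen, raw or plate-pattern-corrected value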;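 further: 0% = DMSO wells with peroxide and 100% = DMSO wells without peroxide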
CaV13 ICDI inh = Primary screen for inhibitors of IQ motif and Ca2+-dependent inactivation inhibitor domain binding in CACNA1D, Förster resonance energy transfer in living cells, …; AID 743397; hit rate 0.098% among 340,000; inhibition, % at 12.3 µM; HEK cells, CFP/YFP FRET ICDI-IQ, plate reader, 10 min; percent FRET-ratio fall versus neutral wells;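 active means mean replicate inhibition of at least 30% and at least 1% of replicates passing that level; inconclusive means only one of the two criteria is met; inactive means neither criterion is met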;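 further: 0% = median of the neutral control wells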
The depositor's hits bear a star; ? = inconclusive; . = no result given.

SMILES	HTR2A ag	aDG glyco up	Vif inh	MC4R antag cAMP	N-glyco inh	ABCB6 inh MLPCN	MC4R ag barr	PDI inh	H9c2 protect	CaV13 ICDI inh
c1ccc(CSc2ccc(-c3cccs3)nn2)nc1	1.1	0.0	7.9	-3.4	-3.1	97.0	1.0	6.4	-15.3	-6.8
Cc1ccc(NC(=O)c2ccc(NS(=O)(=O)/C=C/c3ccccc3)cc2)nc1	12.1	0.1	-14.2	2.6	0.2	100.0	1.2	-11.3	-4.6	.
Cc1ccccc1-c1nnn(CC(=O)c2ccc(S(=O)(=O)N3CCCC3)cc2)n1	-5.2	0.2	-2.0	-1.1	-1.3	88.0	1.0	-4.5	1.5	-3.1
CCN(CC)CCCNS(=O)(=O)c1ccc(OC)cc1	-2.6	-0.1	.	2.1	-1.9	102.0	-2.4	1.9	1.9	.
Cc1cccc(N(C)C(=O)COc2cc(=O)n(C)c3ccccc23)c1	1.2	0.0	16.9	10.5	2.2	100.0	-1.8	.	-3.6	-18.4
NC(=O)c1ncn([C@@H]2O[C@H](CNCc3cc(Br)ccc3OCc3ccccc3)[C@@H](O)[C@H]2O)n1	-2.8	-0.1	.	2.2	0.7	98.0	1.0	-4.7	13.3	-5.4
Cc1cc(N2CCCC2=O)cc(C)c1CN1C(=O)c2ccccc2C1=O	2.8	0.4	-12.9	14.6	0.9	97.0	-1.3	0.2	-13.0	-15.5
C=C(C)C(=O)Nc1ccc2nn(-c3ccccc3O)nc2c1	5.6	0.1	-7.4	-1.7	-13.6	98.0	-0.6	3.8	-14.6	-4.9
CCCCOC(=O)C1=C(C)NC(=O)NC1c1ccccc1 (centres undefined)	6.3	-0.2	9.7	-0.2	0.9	93.0	1.9	-5.0	-8.6	-4.1
CCCCn1c(N)c(N(CC(C)C)C(=O)CSc2n[nH]c(-c3ccc(C)cc3)n2)c(=O)[nH]c1=O	-6.6	0.1	-6.7	6.3	0.3	97.0	-3.3	7.8	-6.2	-1.9
CCNC(=S)N/N=C(\C)c1cccc(C(F)(F)F)c1	-0.5	-0.1	-5.6	16.9	-1.8	94.0	1.6	-1.4	-7.5	-5.3
O=C1Nc2cc(Cl)c(Cl)cc2N(O)N1c1cc(Cl)cc(Cl)c1	1.3	-0.2	.	7.6	2.5	95.0	-0.6	-5.0	3.0	.
COc1ccc(CCNC(=O)c2cc(S(=O)(=O)N3CCCC3)cn2C)cc1OC	-0.1	0.2	.	3.0	0.6	103.0	0.3	.	4.8	-10.8
Cc1ccc(C)c(S(=O)(=O)Nc2cc(SCC(=O)O)c(O)c3ccccc23)c1	-3.5	8.5*	-3.0	-5.5	0.5	88.0	-2.7	6.8	-17.8	.
O=C(NCC(=O)N1CCN(C(=O)c2ccco2)CC1)c1cccc(Cl)c1	-1.9	0.1	-2.9	1.6	2.4	95.0	-0.5	11.4	6.7	-6.7
CCCC(=O)Nc1ccc(NC(=O)c2cccs2)cn1	3.1	0.8	-2.2	7.3	-1.7	96.0	-0.2	1.1	3.4	-4.5
Cc1[nH]c2ccccc2c1C(=O)COc1ccccc1F	-6.8	0.0	-2.0	-3.3	0.5	106.0	1.1	0.3	5.2	-6.3
O=CNc1ccc2c(c1)Cc1cccc(NC=O)c1-2	-4.0	-0.2	6.2	-1.6	2.0	100.0	-0.3	-0.6	-4.8	-5.3
COC(=O)CC1c2cc(OC)c(OC)cc2CC(=O)c2cc(OC)c(OC)cc21 (centres undefined)	3.7	-0.3	-3.3	10.5	1.2	95.0	0.6	0.5	13.2	-5.0
CCOC(=O)c1cc(C)n(-c2ccc(Cl)cc2)c1C	-0.2	-0.1	-6.2	-4.4	-4.4	97.0	2.1	4.2	-3.8	-4.3
CCN(CC)c1ccc(S(=O)(=O)N2CCOCC2)cc1NC(=O)COC(=O)c1cccnc1SC	-2.4	-0.1	2.1	-46.8	-4.1	97.0	1.3	-0.4	2.8	-6.8
C=CCn1c(Cc2csc(N)n2)nnc1SCC(=O)Nc1ccccc1C(F)(F)F	1.3	-0.2	-5.4	2.5	-3.3	104.0	-0.2	6.0	-1.6	-8.7
CC[C@]12c3[nH]c4cc(-c5ccco5)ccc4c3CCN1C(=O)[C@@H](CC(=O)NC(C)(C)C)C[C@@H]2C(=O)N1CCN(C(=O)c2ccco2)CC1	-1.1	0.2	.	15.0	3.7	100.0	0.1	18.6	22.0	-4.3
Cn1c(SCC(=O)c2ccc(-c3ccccc3)cc2)nnc1-c1ccco1	-2.8	0.0	-15.1	-0.7	7.3	98.0	-2.3	-3.6	-3.9	-6.0
Cc1ccsc1/C=N/N=C/c1sccc1C	10.6	-0.3	1.9	1.1	-9.6	106.0	3.5	-0.2	-13.6	-2.5
O=C(C(=O)N1CCN(c2ccc([N+](=O)[O-])cc2)CC1)c1cn(CC(=O)N2CCOCC2)c2ccccc12	-0.8	-0.2	.	7.1	.	100.0	-4.5	-12.5	-4.1	-7.2
COc1ccc(C(CNC(=O)c2ccc(S(=O)(=O)Nc3ccccc3F)cc2)N(C)C)cc1 (centres undefined)	-7.5	0.3	-0.2	7.4	-1.5	86.0	-2.2	-0.9	7.9	-2.5
O=S(=O)(c1ccc(C2=CSC3=NCCN23)cc1)N1CCOCC1	1.4	-0.1	2.2	12.2	2.3	95.0	0.5	-11.9	1.7	.
CC(=O)NS(=O)(=O)c1ccc(NC(=S)NC(=O)C(C)C)cc1	-1.0	-0.1	12.1	2.9	2.3	116.0	1.1	1.5	4.2	-4.8
Cc1cc2occ(CC(=O)NNC(=O)c3ccccc3F)c2cc1C	-2.8	-0.1	6.2	-0.3	-1.7	100.0	-3.9	7.0	-6.1	-7.3
CCOC(=O)C1CCCN(Cc2ccc(OC)cc2OC)C1 (centres undefined)	-2.4	-0.2	54.7*	2.1	0.9	88.0	-2.2	-1.9	8.4	-4.6
Cc1ccc2c(c1)c1c(n2C)-c2[nH]ncc2CC1	3.2	-0.1	5.2	11.4	7.0	99.0	-1.6	-2.8	-7.1	.
CC(C)n1c(=N)c(C(=O)NCCc2ccccc2)cc2c(=O)n3ccccc3nc21	-4.3	1.0	22.4	4.0	4.8	105.0	-2.1	-7.1	5.8	.
COc1ccc(C(=O)Nc2ccc3c(c2)n(C)c(=O)n3C)cc1OC	8.9	-0.1	11.6	-1.9	13.0	99.0	0.1	-5.7	10.3	2.0
O=C(CSc1nc(=O)n2ccccc2n1)N1CCC(Cc2ccccc2)CC1	-19.3	0.0	-5.2	3.4	-0.4	100.0	-1.7	-12.5	-7.7	-1.9
O=C(COc1ccc(Cl)cc1)Nc1nnc(C2=COCCO2)o1	0.4	-0.1	-1.9	0.1	4.5	97.0	-1.0	-6.4	3.5	5.0
N/C(=N\c1nc2c(c(=O)[nH]1)CCC2)Nc1cccc(Cl)c1	10.7	0.0	-0.7	-13.5	4.2	100.0	2.1	-2.6	-6.0	-5.4
CC(Cc1ccccc1)C(=O)NCc1ccncc1 (centres undefined)	1.5	-0.1	-3.3	4.9	0.7	107.0	0.3	0.5	0.1	-5.0
COc1cccc(CNC(=O)C2CCN(Cc3cnn(-c4ccccc4)c3-n3cccc3)CC2)c1	-1.1	1.5	-6.2	4.7	-0.5	99.0	-0.2	4.8	-20.5	-5.3
C=CCNC(=S)N1CCN(S(=O)(=O)c2ccc(C)cc2)CC1	-0.3	0.2	-1.2	-4.7	0.4	98.0	3.2	-4.1	0.8	0.3
O=C(CC(c1ccccc1)c1ccccc1O)NCCN1CCOCC1 (centres undefined)	-2.1	0.2	-2.8	-1.8	-2.0	97.0	-0.4	0.5	3.0	-6.7
COc1ccccc1C(=O)Nc1c(C(=O)N2CCN(C)CC2)oc2ccccc12	-10.4	-0.1	-5.7	-3.5	1.5	97.0	-0.8	8.7	4.1	-2.7
O=C(COc1nsnc1N1CCOCC1)Nc1ccccc1Cl	0.6	-0.4	-7.7	19.8	-0.9	95.0	-0.6	-4.3	1.1	-3.1
CC1(Oc2cccc(C#N)c2)CCN(Cc2csc3ccccc23)C1 (centres undefined)	-5.2	0.0	-0.7	-2.0	-0.8	100.0	0.7	-2.8	-3.1	-17.5
CC1=NN(c2cccc(C(=O)O)c2)C(=O)/C1=C\C=C\c1ccco1	0.6	0.0	.	3.6	2.6	87.0	0.5	-3.9	6.6	.
NS(=O)(=O)c1ccc(CNC(=O)c2ccc3c(c2)OCO3)cc1	0.4	0.1	-1.4	-0.6	0.7	100.0	-2.2	7.1	3.6	-6.1
CCOC(=O)CSC1=C(C#N)C(c2ccc(F)cc2)C(C(C)=O)=C(C)N1 (centres undefined)	-3.7	-0.1	3.2	10.6	-1.3	99.0	-1.2	-5.9	-2.8	.
Cc1cc(=O)oc2cc(OC(C)C)ccc12	-3.0	0.1	-12.6	-1.1	1.6	97.0	-2.0	2.9	-0.6	-4.9
C[C@H](CO)N1C[C@H](C)[C@@H](CN(C)S(=O)(=O)c2ccc(-n3cccn3)cc2)OCc2cn(nn2)CCCC1=O	7.2	2.9	-2.7	2.5	0.4	98.0	0.6	-5.4	5.8	-6.6
O=C(CS(=O)(=O)c1ccc(F)cc1)Nc1nccs1	-2.3	-0.1	-10.5	14.5	0.0	99.0	-1.1	11.9	1.2	-6.1
O=C(c1cccc(Cl)c1)N1CCC2CC1c1cc(-c3ccccc3)ccc12 (centres undefined)	-1.3	0.0	.	5.0	1.8	96.0	-0.4	9.9	-12.6	-6.4
Cc1cc(C)c(CN2CCC(N3CCC(C(=O)NCC4CCCO4)CC3)CC2)cc1C (centres undefined)	5.1	0.0	-3.6	7.9	-1.0	100.0	-0.9	-9.2	8.0	-7.0
CCN(c1ccc(NC(=O)COC(=O)CCc2nc3ccccc3n2-c2ccccc2)cc1)C(C)C	-4.1	-0.2	0.2	19.9	-4.6	96.0	-1.3	8.6	-18.3	-5.3
CCN1C(=O)c2ccccc2Sc2ccc(C(=O)O)cc21	-2.0	0.0	21.4	7.4	-0.4	99.0	-0.2	-4.8	-3.6	-17.2
COc1ccc(CC(=O)Nc2cccc(-c3cn4ccccc4n3)c2)cc1	-3.5	2.1	4.7	4.0	-0.5	100.0	-2.4	2.3	10.7	-5.0
COc1ccc(-c2c(-c3cc(OC)cc(OC)c3)n(C)c3ccc(-c4ccc(OC)cc4F)cc23)cc1	2.1	-0.2	0.6	-4.1	-1.8	95.0	-0.9	-4.5	-7.2	-11.9
O=C(N/N=C/c1ccccc1OC(F)F)C1=COCCO1	-1.2	-0.1	3.7	-1.4	-0.6	81.0	-1.0	0.1	-8.4	-14.4
Cc1ccc(S(=O)(=O)N2CCN(S(=O)(=O)N(C)C)CC2)cc1	0.1	0.0	10.0	-2.2	1.2	85.0	-0.2	2.1	-6.6	-0.7
CN(Cc1ccc(F)cc1)C(=O)COc1ccc2ccccc2c1	0.0	0.2	?	0.7	-0.2	92.0	-0.5	8.7	-4.3	-3.1

Assay outcomes: PubChem, several laboratories
